# ARFGAP1 inh: rat ARFGAP1 inhibition; Q62848; Arfgap1-stimulated ARF1 GTP hydrolysis, GDP FP detection; inhibition, % at 16.5 µM; 0.26% of 360,000 active;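 active = inhibition above a per-plate limit, mean inhibition of low control wells plus 3 SD, cut at about 25% in these data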;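 note: 0% = DMSO wells with enzyme and 100% = wells lacking Arfgap1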
#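 Material: truncated rat Arfgap1 GAP domain; Incubation: compound-enzyme preincubation 20 min, reaction 120 min, detection 60 min, 25 °C; Read-out: percent inhibition of Arfgap1-stimulated GTP hydrolysis; Technique: FP, GDP Alexa 633 tracer displaced from anti-GDP antibody, 620/688 nm; Controls: No-Arfgap1 wells (100%) versus DMSO full-reaction wells (0%); Replication: single well per compound.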
# Tn6 DDE FP: inhibitors of Tn6 peptide binding to human fibrin DD(E). P02675. Fibrin DD(E) TRITC-Tn6 fluorescence polarization displacement. inhibition, % at 8.3 µM. 0.21% of 370,000 active;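 active = inhibition above a per-campaign cutoff: mean of compounds within control limits plus 3 SD, cut at about 15% in these data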;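 note: 0% = median of all compound wells on the plate and 100% = blocking peptide control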
# Target sequence (P02675 whole entry, looked up): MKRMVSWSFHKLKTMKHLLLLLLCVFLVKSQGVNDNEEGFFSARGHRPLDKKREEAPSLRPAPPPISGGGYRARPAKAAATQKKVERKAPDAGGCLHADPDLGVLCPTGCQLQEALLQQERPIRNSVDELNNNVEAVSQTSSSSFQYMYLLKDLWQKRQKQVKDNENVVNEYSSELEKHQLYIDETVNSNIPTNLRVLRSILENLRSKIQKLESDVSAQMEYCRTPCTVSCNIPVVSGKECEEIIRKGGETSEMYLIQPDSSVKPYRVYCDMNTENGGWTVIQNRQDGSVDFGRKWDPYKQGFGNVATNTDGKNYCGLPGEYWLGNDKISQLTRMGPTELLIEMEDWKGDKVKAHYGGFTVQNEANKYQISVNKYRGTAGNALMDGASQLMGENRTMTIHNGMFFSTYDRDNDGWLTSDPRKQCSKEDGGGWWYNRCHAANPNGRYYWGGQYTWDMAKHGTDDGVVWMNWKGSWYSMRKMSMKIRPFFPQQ
# GC-A act: GC-A (human) enzyme activation. 0.14% of 370,000 active. P16066. HEK293 GC-A cells, cGMP TR-FRET, EC30 ANP; 0% at EC30 ANP, 100% saturating ANP. activation, % at 10 µM; in the data active = activation above about 40%
# proKLK7 act: proKLK7 (human) activation, primary screen. purified proKLK7, EDANS-DABCYL substrate fluorescence; 100% is mature enzyme control, 0% vehicle. activation, % at 7 µM. 0.9% of 370,000 active. AID 652039;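 active = activation above the mean of all tested compounds plus 3 SD, computed per campaign excluding outliers beyond control limits, cut at about 13% in these data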
# GAA850 FXN act: frataxin GAA850 promoter activation | HEK293 lucGAA850 FXN promoter luciferase reporter, 24 h; percent of 10 µM SAHA response | activation, % at 6 µM | 0.56% of 360,000 active | AID 540364;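 active = activation above the average of all compounds screened plus 3 SD, cutoff fixed separately per campaign, cut at about 7.5% in these data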;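 note: 0% = DMSO wells and 100% = 10 µM SAHA wells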
# rCAG RNA binder: r(CAG) repeat RNA binding; TO-PRO-1 dye displacement fluorescence; inhibition, % at 3 µM; 1.3% of 370,000 active; AID 651821;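 active = inhibition above the plate cutoff, the mean of all test compounds on that plate plus 3 SD, cut at about 35% in these data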;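 note: 0% = DMSO alone and 100% = 100 µM mitoxantrone as full dye displacement; higher means more dye released from RNA so lower well fluorescence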
# ADAM10 inh: inhibitors of human ADAM10. recombinant ADAM10, EDANS/DABCYL FRET peptide cleavage, 3 h. inhibition, % at 7 µM. 0.62% of 370,000 active. AID 720582;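 active = inhibition above a per-campaign cutoff equal to the mean of compounds falling between control-based bounds plus 3 SD, cut at about 20% in these data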;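 note: 0% = DMSO wells while the 100% control is not disclosed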
# Target sequence (O14672 214-748 limits assumed): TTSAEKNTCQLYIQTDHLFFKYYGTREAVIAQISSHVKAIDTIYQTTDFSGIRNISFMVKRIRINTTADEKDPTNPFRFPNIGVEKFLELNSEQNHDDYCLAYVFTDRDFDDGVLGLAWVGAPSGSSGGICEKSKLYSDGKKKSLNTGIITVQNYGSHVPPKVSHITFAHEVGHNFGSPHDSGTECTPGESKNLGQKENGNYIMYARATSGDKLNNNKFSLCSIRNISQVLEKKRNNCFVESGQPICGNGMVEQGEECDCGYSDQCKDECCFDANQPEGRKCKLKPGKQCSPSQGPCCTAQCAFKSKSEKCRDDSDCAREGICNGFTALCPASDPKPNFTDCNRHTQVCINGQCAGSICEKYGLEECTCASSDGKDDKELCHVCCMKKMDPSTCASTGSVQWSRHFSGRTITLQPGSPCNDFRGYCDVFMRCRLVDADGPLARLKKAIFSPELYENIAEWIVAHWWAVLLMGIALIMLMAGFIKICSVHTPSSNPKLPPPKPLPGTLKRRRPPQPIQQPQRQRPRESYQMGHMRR
# ASAP1 inh: blocks human ASAP1-stimulated Arf1 GTP hydrolysis | Q9ULH1 | GDP FP detection | AID 624377 | 0.19% of 360,000 active | inhibition, % at 16.5 µM; in the data active = inhibition above about 25%;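 note: 0% = vehicle with enzyme and substrate and 100% = no enzyme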
# NPR2 activator: GC-B (human) receptor activation; HEK293-GC-B cells, CNP EC30, cGMP TR-FRET; 0% at EC30 CNP, 100% saturating CNP; activation, % at 10 µM; 0.11% of 370,000 active; AID 1920062;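 active = activation at 10 µM reaching about 35% in either raw or pattern-adjusted values, limit read from the data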
# HGIII-sPLA2 inh: Blocks human group III sPLA2 activity; Q9NZ20; QFRET BODIPY PC-A2 liposome hydrolysis, fluorescence; inhibition, % at 12.2 µM; 0.56% of 370,000 active; AID 743126;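 active = inhibition above mean plus 3 SD of compounds lying within the high and low control bounds, cut at about 19% in these data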;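 note: 0% = median of test compound wells and 100% = no enzyme DMSO wells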
# The depositor's hits bear a star; i = inactive; nt = not tested or not shown. This is a random part of the collection (roughly 4.5% active in at least one column).
SMILES,ARFGAP1 inh,Tn6 DDE FP,GC-A act,proKLK7 act,GAA850 FXN act,rCAG RNA binder,ADAM10 inh,ASAP1 inh,NPR2 activator,HGIII-sPLA2 inh
COc1ccc(N2CCN(Cc3nc4c(c(=O)n(C)c(=O)n4C)n3C(C)C(C)=O)CC2)cc1 (stereo not given),-6.3,2.6,2.2,0.2,1.0,-8.7,1.9,-4.7,1.5,0.2
O=C(O)c1ccccc1NCN1C(=O)C2CC=C(Cl)CC2C1=O (stereo not given),0.2,3.4,-0.2,-0.2,-1.1,1.2,-130.8,8.6,0.9,1.9
CCCNC(=O)C/C(C)=N/NC(=O)COc1ccc(C)cc1Br,7.9,6.7,3.2,-0.5,1.3,0.5,-4.3,-8.9,-3.3,-0.7
Cc1ccc(-n2c(N)c(C(=O)Nc3c(C)n(C)n(-c4ccccc4)c3=O)c3nc4ccccc4nc32)cc1,2.0,-3.5,1.5,-1.0,0.9,6.2,-62.9,-0.3,3.2,2.4
COc1ccccc1CNC(=O)CCC(=O)N1CCOc2ccc(C)cc21,-2.8,0.1,-3.3,0.6,-1.4,-2.0,-7.4,-9.4,-1.7,0.1
CCCOC(=O)c1ccc(Cl)c(NC(=O)c2ccc(-c3ccccc3)cc2)c1,1.8,-1.2,-0.4,0.2,-0.1,-0.4,0.6,-4.7,-9.7,-0.5
O=C(c1ccc(F)cc1)c1c[nH]c(C(=O)NCc2ccco2)c1,-1.5,8.0,3.0,0.8,-0.9,-0.4,13.8,4.0,-3.3,-6.6
Cn1c(CNC(=O)CCNC(=O)c2ccc(F)c(F)c2)cc(=O)n(C)c1=O,13.6,0.5,1.3,-0.4,1.6,0.0,-6.8,6.5,-2.1,6.1
Cc1c(C(=O)N2CCNCC2)oc2ccccc12,-1.4,-3.3,3.5,0.6,1.3,-3.3,-0.5,0.7,-0.6,8.4
Cc1ccc2nc(Cl)cc(=O)n2c1,-8.4,8.5,1.3,8.5,0.4,0.4,-426.4,14.1,1.3,6.3
COc1ccc(S(=O)(=O)N2CCCOC2CNC(=O)C(=O)NCCCn2ccnc2)cc1OC (stereo not given),-7.5,1.0,1.9,0.0,1.4,0.5,-8.3,4.0,2.2,4.0
CC(NC(=O)c1ccncc1)c1ccc(Br)cc1 (stereo not given),-0.9,3.4,-1.9,0.1,-0.4,-0.3,-3.8,1.2,2.5,0.5
N#Cc1cnn(-c2cccc(Cl)c2)c1N,-0.3,0.2,-2.2,-0.6,-0.2,-1.8,-12.4,-3.0,0.3,2.5
CC1(C)CC(=O)C=C(NNC(=O)c2ccccc2)C1,-0.9,-3.6,0.8,-0.3,0.3,-0.3,-30.6,7.3,4.6,-22.8
Brc1cc2c(cc1C1OCCO1)OCO2,15.2,2.9,1.2,-1.1,0.7,-0.2,-11.2,-2.3,0.4,12.3
C=CCC1NS(=O)(=O)OC(COC)C1C (stereo not given),-11.2,4.0,2.6,1.0,2.7,-1.8,-0.3,9.3,-4.9,1.9
COCCCNC(=O)Cn1cc2c(n1)CCCCC2,-1.6,5.3,4.5,0.1,2.4,-0.1,-4.6,12.4,3.5,2.1
COc1ccc(CCNS(=O)(=O)c2ccc3c(c2)OCCO3)cc1,-9.6,0.7,-4.6,0.1,-0.8,-3.3,5.5,1.8,1.6,-19.0
C=C(C)c1cccc(C(C)(C)NC(=O)N2CCCC(C(N)=O)C2)c1 (stereo not given),6.6,-4.4,-4.3,0.0,-0.8,0.6,2.9,10.6,-0.6,-10.8
COC(=O)[C@]12C[C@H](CC(=O)NCC3CCCCC3)C(=O)N(Cc3ccco3)C1=C[C@H](C(C)C)O[C@@H]2C1CC1,nt,-5.2,-14.5,0.1,nt,1.8,0.3,nt,-14.1,-8.7
COc1ccccc1-n1cnc2cc(NCc3ccco3)ccc21,6.6,1.3,-11.1,-0.6,0.8,0.7,-8.8,-0.8,3.9,0.4
Cc1cc(N=Cc2c(O)ccc3ccccc23)no1,11.4,-3.9,-1.9,-0.4,-4.0,3.4,-8.9,-5.8,5.2,5.0
O=c1cc(C(F)(F)F)nc(-c2ccccc2OC(F)(F)F)[nH]1,-0.5,-2.0,0.1,-0.1,-0.1,2.0,5.3,-5.8,2.6,-2.6
COc1ccc(-c2oc3ccc(-c4cc(OC)c(OC)c(OC)c4)cc3c2C#Cc2ccccn2)cc1,7.2,0.4,2.3,-0.4,0.5,6.2,-35.6,15.5,-1.8,4.6
c1ccc(COc2cccc(CNCc3ccccn3)c2)cc1,1.5,4.1,-0.2,0.1,2.7,-7.1,-3.9,-1.1,-4.2,16.7

# Next part, starting with the last 3 of the part before.
SMILES,ARFGAP1 inh,Tn6 DDE FP,GC-A act,proKLK7 act,GAA850 FXN act,rCAG RNA binder,ADAM10 inh,ASAP1 inh,NPR2 activator,HGIII-sPLA2 inh
O=c1cc(C(F)(F)F)nc(-c2ccccc2OC(F)(F)F)[nH]1,-0.5,-2.0,0.1,-0.1,-0.1,2.0,5.3,-5.8,2.6,-2.6
COc1ccc(-c2oc3ccc(-c4cc(OC)c(OC)c(OC)c4)cc3c2C#Cc2ccccn2)cc1,7.2,0.4,2.3,-0.4,0.5,6.2,-35.6,15.5,-1.8,4.6
c1ccc(COc2cccc(CNCc3ccccn3)c2)cc1,1.5,4.1,-0.2,0.1,2.7,-7.1,-3.9,-1.1,-4.2,16.7
COc1ccccc1C(=O)NCCC(=O)Nc1ccncc1,-7.8,5.0,0.0,0.2,0.0,0.2,1.9,6.6,5.9,-2.8
C[C@@H]1ON(C)[C@H]2C[C@H]3c4[nH]c5c(-c6ccc7c(c6)OCO7)cccc5c4CCN3C(=O)[C@@H]12,-1.1,-2.4,-1.6,1.2,nt,5.7,-21.8,14.7,-0.1,-11.0
COc1ccc(C(C(=O)NC(C)(C)C)N(C(=O)CNC(=O)c2cccs2)c2cccnc2)cc1OC (stereo not given),-0.2,-4.0,-1.1,0.5,0.9,-0.6,-3.9,14.3,4.3,0.3
COc1cc(OC)cc(-c2nc3ccccc3c(=O)n2OC(=O)c2ccc(Br)cc2)c1,-8.7,-1.8,2.9,0.1,1.5,0.6,-1.5,8.8,1.7,-1.9
O=C(O)CCn1ccnc1-c1ccccc1,0.8,0.9,-0.6,0.5,-2.1,6.7,-1.5,-2.4,-0.3,6.4
Cc1ccc(N2CC(C(=O)N3CCC(C(=O)NCCCOC(C)C)CC3)CC2=O)cc1 (stereo not given),20.3,1.1,5.8,-0.8,0.2,-2.9,-2.0,-11.3,-4.0,7.8
O=C(CCN1C(=O)c2ccccc2C1=O)OCn1nnc2ccccc2c1=O,2.7,-0.5,-8.5,0.2,-1.1,-4.3,-31.7,10.9,-1.5,-4.5
Cc1ccc(N2CCN(CC(O)COc3cccc(C)c3)CC2)cc1 (stereo not given),7.6,-1.5,4.4,-0.1,1.7,-10.9,3.0,-4.5,-1.9,3.5
Cc1csc(NC(=O)CSc2nnc(-c3ccoc3C)n2C(C)c2ccccc2)n1 (stereo not given),6.3,0.0,-6.2,0.4,-1.7,1.8,-3.0,8.6,-6.5,-9.1
O=C(Nc1cccc(Oc2ccc3c(c2)C(=O)NC3=O)c1)c1cccs1,-4.2,1.1,0.1,-0.5,0.1,4.9,7.5,-0.9,-3.4,-18.3
COc1ccc(C2(CNS(=O)(=O)c3ccc(C)cc3)CCOCC2)cc1,2.3,1.9,-2.1,-0.3,2.3,-2.8,-11.4,-3.9,-3.6,4.3
COc1cc(OC)nc(Oc2ccccc2C(=O)Oc2ccc(F)cc2Cl)n1,2.3,-1.2,-14.6,0.6,0.4,-5.9,5.0,20.0,-10.9,-6.4
CC(NC(=O)NC(N)=O)(C(F)(F)F)C(F)(F)F,6.4,1.3,4.0,0.1,0.6,-2.7,-4.3,-13.0,8.2,1.9
CN(C)c1ccc(NC(=O)c2ccc(N3CCOCC3)nc2)cc1,-6.3,2.4,-12.8,0.3,2.2,-3.8,3.4,-3.8,-8.4,14.2
COC(=O)c1cccc(NS(=O)(=O)c2ccc(OC)c(OC)c2)c1C,-23.3,2.5,2.1,0.2,-0.9,-3.1,3.5,-1.7,-4.9,-0.8
CCOC(=O)N/N=C\c1ccc([N+](=O)[O-])o1,4.4,3.4,-1.9,-1.1,2.5,5.8,-28.8,-4.8,-2.0,-3.9
Cc1cc(C)c(NC(=O)CSc2nnc(-c3ccncc3)n2Cc2ccco2)c(Cl)c1,-5.5,0.7,1.1,0.6,1.4,5.3,-9.9,3.5,4.3,0.4
Cn1ncc([N+](=O)[O-])c1C(=O)Nc1nccs1,-3.4,3.8,1.1,0.0,0.8,2.0,1.7,-3.5,-0.3,3.0
CC1=CC2=NC(=O)CC(C)(C(=O)N(CC(=O)NC(C)(C)C)Cc3cccs3)N2C=C1 (stereo not given),-2.7,1.1,0.3,3.7,-4.7,-1.9,i,-13.5,4.5,8.3
CCOC(=O)CSc1nnc([C@H](C)NC(=O)OC(C)(C)C)o1,11.3,1.1,1.9,-0.8,0.3,-4.6,-2.0,2.8,-4.3,3.7
O=C1C=CC(=Nc2ccc(F)cc2)O1,4.7,-3.0,8.8,-0.6,-1.7,2.5,-3.3,0.6,4.1,-1.2
COc1ccccc1C(=O)OCC(=O)Nc1cc(S(=O)(=O)N2CCOCC2)ccc1N1CCCC1,-1.3,-5.1,-2.9,-0.1,1.5,-0.1,-3.2,-3.3,1.1,1.3
CC1CC(C)(C)N2C(=O)C(=C(C#N)C#N)c3cccc1c32 (stereo not given),-1.5,-4.0,-0.1,-0.4,1.3,5.1,4.3,-7.3,-0.7,-2.2
O=c1[nH]c2ccccc2c2ccc(Cl)cc12,-0.8,-6.0,-2.2,0.1,2.5,5.8,-37.0,15.0,-3.2,-1.7
Cc1nn(-c2ccccc2)c(C)c1C(=O)NNC(=O)C(F)(F)F,1.0,-2.4,2.8,-0.5,-0.8,-3.4,-11.5,-1.5,1.5,7.2
CCOC(=O)c1cc(-c2ccccc2)sc1NC(=O)CSc1nnnn1C,-1.0,-3.5,-1.1,0.1,-1.9,17.4,-1.7,5.7,-6.5,-17.5

# Five entries picked at random from the list so far, as already listed:
SMILES,ARFGAP1 inh,Tn6 DDE FP,GC-A act,proKLK7 act,GAA850 FXN act,rCAG RNA binder,ADAM10 inh,ASAP1 inh,NPR2 activator,HGIII-sPLA2 inh
COc1cc(OC)cc(-c2nc3ccccc3c(=O)n2OC(=O)c2ccc(Br)cc2)c1,-8.7,-1.8,2.9,0.1,1.5,0.6,-1.5,8.8,1.7,-1.9
COc1ccccc1-n1cnc2cc(NCc3ccco3)ccc21,6.6,1.3,-11.1,-0.6,0.8,0.7,-8.8,-0.8,3.9,0.4
C=C(C)c1cccc(C(C)(C)NC(=O)N2CCCC(C(N)=O)C2)c1 (stereo not given),6.6,-4.4,-4.3,0.0,-0.8,0.6,2.9,10.6,-0.6,-10.8
Cc1csc(NC(=O)CSc2nnc(-c3ccoc3C)n2C(C)c2ccccc2)n1 (stereo not given),6.3,0.0,-6.2,0.4,-1.7,1.8,-3.0,8.6,-6.5,-9.1
C=CCC1NS(=O)(=O)OC(COC)C1C (stereo not given),-11.2,4.0,2.6,1.0,2.7,-1.8,-0.3,9.3,-4.9,1.9

# Bioassay records (PubChem BioAssay)
